Assay outcomes: PubChem BioAssay, National Center for Advancing Translational Sciences (NCATS)
S3 lipid droplet: qHTS Assay for Lipid Storage Modulators in Drosophila S3 Cells; lipid storage change, negative = inhibition, % at the top dose, mostly 46.1 µM; hits show Potency in µM; AID 2685; Drosophila S3 cells, BODIPY lipid droplet fluorescence, 18-24 h; cells fed with added oleic acid; hit rate 0.64% among 320,000; active = well fitted inhibition curve with a large enough effect in the signal ratio, with a control signal flat, not every such curve was filed as active; inconclusive = small, poorly fitted or top-dose-only effect, or effect the other way, or a change in a side signal; the % refers to the signal ratio
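Drosophila S3 cells got compounds at several concentrations plus oleic acid (400 uM solution). Laser-scanning cytometry with 488 nm excitation read lipid droplets at 500-530 nm and cells at 575-640 nm. Percent activity was relative to 20 uM Triacsin C.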
S3 lipid droplet cell count max: further read-out of S3 lipid droplet, marked with its call; cell number change, %; measured here: cell count max response;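 cells counted by Cell Tracker Red CMTPX staining in the red channel; peak over a dose series mostly up to 46.1 µM; percent activity relative to internal control wells on each plate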
An asterisk follows results filed as active; i = inactive; ? = inconclusive; . = not tested or not shown; [ ] = remark or other dose. % is set by controls: 0 for no effect and ±100 for the full control effect; potency is the fitted concentration of half-maximal effect.

S3 lipid droplet | S3 lipid droplet cell count max | SMILES
14% | 16 | COc1ccc(OC)c(CN2CCC(C(=O)N(C)CCc3ccc(OC)c(OC)c3)CC2)c1
i | . | CN(C)c1ccc(C(=O)/C=C/c2ccccc2)cc1
? | . | CCCCCOC(=O)Cn1c(=O)c2c(nc(N3CCOCC3)n2C)n(C)c1=O
15% | . | COc1ccc(NC(=O)Cn2c(=O)n(-c3ccccc3)c(=O)c3sccc32)c(OC)c1
i | -4 | COc1ccc(CC(=O)OCC(=O)N2CCCc3ccccc32)cc1
0% | 15 | O=C(O)C1CCCN(S(=O)(=O)c2ccc(Br)cc2)C1 (stereo not drawn)
24% | -1 | CCc1nnc(NC(=O)c2nn(-c3ccccc3)nc2C)s1
? | . | Nn1c(SCC(=O)Nc2nccs2)nnc1-c1cccnc1
i | -14 | O=c1cc(CSc2nc3ccccc3[nH]2)c2ccccc2[nH]1
? | . | CCn1c(SCC(=O)N=Nc2c(O)[nH]c3ccccc23)nnc1-c1ccc(C(C)(C)C)cc1
? | . | COc1ccccc1CCNC(=O)C(=O)Nc1cc2c3c(c1)C(C)C(=O)N3CCC2 (stereo not drawn)
i | 23 | Nc1cc(C(=O)OCC(=O)N2CCCC2)ccc1Cl
? | . | CCN(CC)C(=O)CSc1nc(OC)cc(=O)[nH]1
-14% | . | COc1ccc(NC(=O)CSc2nncs2)cc1S(N)(=O)=O
? | . | O=C(NC(=S)Nc1cccc(O)c1)c1ccco1
i | . | CCN(Cc1ccccc1)C(=O)c1ccc(N(C)S(=O)(=O)c2ccc(C)cc2)cc1
? | . | CC(C)NC(=O)CCCn1cc([N+](=O)[O-])cn1
? | . | COC1CCN(Cc2c(C(=O)N3C[C@@H](C)O[C@@H](C)C3)nc3ccc(Cl)cn23)CC1
? | . | COc1cc(NC(=O)c2cccs2)c(OC)cc1NC(=O)CCn1nnc2ccccc21
14% | 18 | Cc1cc(C)c(C)c(S(=O)(=O)N2CCN(C(=O)C3CCC3)CC2)c1C
? | . | COc1ccc2cc(C=O)n(C)c2c1
-4% | -19 | COc1ccc(C(=O)C2CCCN(C(=O)/C=C/c3cnc[nH]3)C2)c(C)c1 (stereo not drawn)
? | . | C=CCn1c(SCC(=O)Nc2ccccc2OC)nc(O)c(CC)c1=O
? | . | COc1ccccc1C(=O)Nc1ccc(S(=O)(=O)Nc2cc(C)on2)cc1
23% | 8 | S=C(NCC1CCCO1)Nc1cccc2ccccc12 (stereo not drawn)
-2% | -7 | COC(=O)[C@H]1C[C@@H]1[C@H](NC(=O)[C@H]1C[C@@H]1[C@H](NC(=O)OCc1ccccc1)c1ccccc1)c1ccccc1
-2% | 23 | O=C(COC(=O)c1ccccc1)c1ccc(Br)cc1
? | . | O=C(O)c1ccccc1NC(=O)C1CCN(S(=O)(=O)c2cccc3nsnc23)CC1
? | . | COc1ccc(NC(=O)C2=C(C)Nc3nc(CCCO)nn3C2c2ccc(OC)c(OC)c2)cc1 (stereo not drawn)
? | . | CCCCn1c(NC(=O)CC)c(C#N)c2nc3ccccc3nc21
-10% | 5 | CCCCC(=NCCc1c(C)[nH]c2ccccc12)C1=C(O)CC(c2ccccc2)CC1=O (stereo not drawn)
i | -9 | O=S(=O)(Cc1ccccc1)N1CCN(C/C=C/c2ccccc2)CC1
? | . | CCOc1ccc(S(=O)(=O)Nc2cccc(C(=O)N3CC(C)OC(C)C3)c2)cc1 (stereo not drawn)
15% | -19 | COc1ccc(-c2nc3cccc(C)n3c2NCC2CCCO2)cc1O (stereo not drawn)
17% | 16 | Cc1cccc(NC(=O)CSc2nc3[nH]ncc3c(=O)n2-c2ccccc2)c1
-1% | -13 | O=C1/C(=C/c2ccncc2)SC(=S)N1C1CCCCC1
? | . | Nc1nc(SCC(=O)NCC2CCCO2)n[nH]1 (stereo not drawn)
-6% | . | CCOC(=O)c1[nH]c2ccc(OC)cc2c1NC(=O)c1ccc(OC)c(OC)c1
? | . | C=CCn1c(SCC(=O)c2ccc(O)c(O)c2)nnc1-c1cccc(OC)c1
-8% | -20 | Cc1c(NC(=O)COC(=O)/C=C/c2cccc(Br)c2)c(=O)n(-c2ccccc2)n1C
0% | -3 | COc1ccc(/C=C(\CC(=O)O)c2nc3ccccc3s2)cc1O
-5% | 7 | Nc1ncc([N+](=O)[O-])cc1Br
i | 16 | Cc1ccc2c(CC(=O)NC3=NCCS3)coc2c1
? | . | O=C(NCc1ccccn1)C(=O)N/N=C/c1ccccc1O
? | . | CCOC(=O)c1nn(-c2ccccc2)c(=O)cc1OCC(=O)Nc1ccccc1OCC
0% | 0 | CCc1cc(=S)n2c([nH]c3ccccc32)c1C#N
-4% | 3 | CCN1/C(=C\C=C2\C(=O)N(C)C(=S)N2C)Sc2ccccc21
? | . | CCOc1ccc(C(=O)Nc2cc(NC(=O)c3ccc(OCC)c(Cl)c3)cc(C(=O)O)c2)cc1Cl
-8% | 3 | COc1cc(C2CC(=O)c3c(O)cc(O)cc3O2)ccc1O (stereo not drawn)
i | -2 | COc1cccc(-c2nn(Cc3ccccc3)cc2CO)c1
11% | 1 | CCc1c(C)nc2ncnn2c1N1CCC(C(=O)N2CCN(c3ccccc3)CC2)CC1
i | -14 | O=C(COc1ccccc1)N1CCN(S(=O)(=O)c2ccc(Br)cc2)CC1
? | . | CN(CC(=O)Nc1ccccc1Cl)C(=O)c1ccc(N2CCCCCC2)c([N+](=O)[O-])c1
-7% | -16 | O=C(NCc1cccs1)C(Cc1ccccc1)NS(=O)(=O)c1cccs1 (stereo not drawn)
i | . | CCn1cc(CN2CCC(C(=O)Nc3cccc(-c4cscn4)c3)CC2)cn1
9% | 16 | COCCNC(=O)C1CC(c2cccc(F)c2)=NO1 (stereo not drawn)
? | . | CCS(=O)(=O)N1CCCC(C(=O)NC2CCCC2)C1 (stereo not drawn)
-6% | . | Cc1ccc([N+](=O)[O-])cc1NC(=O)CNC1CCCCC1
? | . | COc1ccsc1NC(=O)OCc1ccc(Cl)cc1
? | . | COc1ccccc1CNC(=O)c1cnn2c(C(F)F)cc(C)nc12

Next entries
S3 lipid droplet | S3 lipid droplet cell count max | SMILES
? | . | CC1CCN(C(=O)COC(=O)Cn2cnc3c2c(=O)n(C)c(=O)n3C)CC1
11% | -20 | COc1ccc(N(CC(=O)Nc2ccc(S(=O)(=O)N3CCCCC3)cc2)S(C)(=O)=O)cc1OC
? | . | Cn1nc(CSc2ccccc2)c(C=O)c1Cl
? | . | COc1cccc(C(=O)CN2C(=O)C(C)(C)Oc3ccc(C(=O)N4CCOCC4)cc32)c1
i | 15 | COc1ccc(C(=O)n2nnc3ccccc32)cc1Br
? | . | O=c1n(Cc2ccccc2Cl)c2sc3c(c2c2ncnn12)CCCC3
? | . | Cc1[nH]c(C(=O)O)c(C)c1C(=O)OC(C)C
-4% | -19 | CCC(C)N(C(=O)CSc1nnc(-c2ccco2)n1C)C1CCS(=O)(=O)C1 (stereo not drawn)
? | . | O=C(CCN1C(=O)C2C3C=CC(C3)C2C1=O)NCCc1ccccc1Cl (stereo not drawn)
? | . | Cc1ccc(S(=O)(=O)Nc2nnc(C(C)(C)C)s2)cc1
? | . | O=C(Cc1cccc(C(F)(F)F)c1)Nc1ccccc1N1CCCC1
? | . | C=C(C(=O)Nc1ccccc1)c1ccc(C)cc1
? | . | COc1ccc(C2CC(C(F)(F)F)n3nc(C(=O)Nc4c(C)n(C)n(-c5ccccc5)c4=O)c(Cl)c3N2)cc1 (stereo not drawn)
6% | 16 | CC(=O)N/C(=N\OCc1ccccc1Cl)c1nonc1NC(C)=O
? | . | CCCCN(CCCC)CCC(O)c1cc2c(Cl)cc(Cl)cc2c2cc(C(F)(F)F)ccc12 (stereo not drawn)
? | . | CCN(Cc1ccccc1)C(=O)c1c[nH]c2ccc(S(=O)(=O)N(C)CCC#N)cc2c1=O
? | . | Cc1cc(N)n(-c2ncnc3scc(-c4ccccc4)c23)n1
? | . | O=C(/C=C/c1c(F)cccc1Cl)N1CCc2ccccc2C1
? | . | O=C(COc1nsnc1N1CCOCC1)Nc1cccc(Cl)c1
? | . | COc1cccc(CN2CCN(C3CCN(c4cccc(C)c4C)CC3)CC2CCO)c1 (stereo not drawn)
? | . | N#C/C(=C\c1cccc(OCC(=O)O)c1)c1nc2ccccc2[nH]1
9% | 29 | COc1ccc(CC(=O)NNc2ncnc3c2cnn3C)cc1
28% | -1 | CC1(C)Cc2c(c(-c3ccccc3)nc3[nH][nH]c(=O)c23)CO1
-7% | 11 | COc1ccc(/C=C(\NC(=O)c2ccc(OC)cc2)C(=O)Nc2cccc(C(=O)O)c2)cc1
? | . | O=C1C2C3C=CC(C4CC34)C2C(=O)N1CCc1ccccc1 (stereo not drawn)
? | . | COCC(=O)OCC(=O)Nc1cc(C(C)(C)C)nn1-c1ccccc1
? | . | CNC(=O)c1ccc(CNC(=O)OCC(F)(F)F)cc1
? | . | CCC1CSC(Nc2ccc(C(=O)/C=C/c3ccc(OC)c(OC)c3)cc2)=N1 (stereo not drawn)
? | . | CCN(CC)CC(=O)Nc1sc(C)cc1C(=O)c1ccc(C)cc1
7% | 1 | Brc1cccc(CSc2nnc(-c3ccncc3)o2)c1
? | . | COc1ccc(N2CCN(C(=O)[C@H](C)NC(=O)c3ccccc3Cl)CC2)cc1
-5% | 8 | O=C1CCC(CCC(=O)N2CCCC(C(=O)c3ccc(Cl)cc3)C2)=NN1 (stereo not drawn)
? | . | Cc1cnc(C(=O)Nc2cccc3ncccc23)cn1
-1% | -3 | Brc1ccc(-c2csc3[n+]2CCCCC3)cc1
? | . | COc1ccc(C(=O)NCCc2nnc3ccc(SCC(=O)NCCc4ccc(OC)c(OC)c4)nn23)cc1
i | -30 | Cn1c(CNC(=O)c2ccccc2)nnc1SCC(=O)Nc1nccs1
? | . | COc1ccccc1NC(=O)CSc1nc(SC)ns1
i | . | Cc1ccccc1CS(=O)(=O)CC1(O)CCN(C(=O)c2cccc(C(F)(F)F)c2)CC1
? | . | NNC(=O)c1cc(-c2ccccc2)sc1N
24% | 0 | Cc1cccc(C(C)C)c1NC(=O)COC(=O)c1cc2ccccc2oc1=O
? | . | COc1cccc(CNc2ccc(S(=O)(=O)Nc3nccs3)cc2)c1O
5% | 9 | CC(C)CN(CC(C)C)S(=O)(=O)N1CCC(C(=O)NCc2cccnc2)CC1
11%[9.22 µM] | . | COCCCN(C(=O)Nc1ccc(C)c(C)c1)C(C)c1ccccn1 (stereo not drawn)
i | -17 | COc1cccc(-c2nc(CS(=O)(=O)CC(=O)NCC(C)c3ccccc3)c(C)o2)c1 (stereo not drawn)
-23% | 1 | O=C(c1ccc2c3c(cccc13)CC2)C1CCCN(Cc2cccnc2)C1 (stereo not drawn)
0% | 2 | CCOC(=O)C1=C(O)/C(=C/c2cn(CC(=O)N3CCCC3)c3ccccc23)SC1=Nc1ccccc1
22% | 14 | COCc1ccc(CN2CCCC(CO)(Cc3cccc(Cl)c3)C2)o1 (stereo not drawn)
11% | 1 | O=C1NCCC/C1=N\Nc1ccc(Br)cc1
? | . | CCOC(=O)c1cnn(-c2ccccc2)c1NC(=O)c1ccc(C)cc1
? | . | CC(Oc1ccc(Cl)cc1Cl)C(=O)Nc1ccncc1 (stereo not drawn)
? | . | CCC(=O)NC(=S)Nc1cccc(C(C)=O)c1
-3% | -4 | Cc1c(N(C(=O)c2cnccn2)C2(C(=O)NC3CCCC3)CCCCC2)c(=O)n(-c2ccccc2)n1C
i | 1 | O=C1CSc2ccccc2N1Cc1ccccc1F
-5% | 19 | O=C(Cc1cccs1)NCCS(=O)(=O)N1CCN(c2ccccc2F)CC1
-3% | 4 | CC1CCN(S(=O)(=O)c2ccc3ncn(CC(=O)N(C)C4CCCCC4)c(=O)c3c2)CC1
16% | 5 | CC(C)CCNC1=NCCCCC1
? | . | CCCCCCCCCC(=O)NNC(=O)c1c(O)c2ccccc2n(CCC)c1=O

Among those listed so far, these have an NH in an aromatic ring.
S3 lipid droplet | S3 lipid droplet cell count max | SMILES
i | -14 | O=c1cc(CSc2nc3ccccc3[nH]2)c2ccccc2[nH]1
? | . | CCn1c(SCC(=O)N=Nc2c(O)[nH]c3ccccc23)nnc1-c1ccc(C(C)(C)C)cc1
? | . | CCN(CC)C(=O)CSc1nc(OC)cc(=O)[nH]1
-4% | -19 | COc1ccc(C(=O)C2CCCN(C(=O)/C=C/c3cnc[nH]3)C2)c(C)c1 (stereo not drawn)
-10% | 5 | CCCCC(=NCCc1c(C)[nH]c2ccccc12)C1=C(O)CC(c2ccccc2)CC1=O (stereo not drawn)
17% | 16 | Cc1cccc(NC(=O)CSc2nc3[nH]ncc3c(=O)n2-c2ccccc2)c1
? | . | Nc1nc(SCC(=O)NCC2CCCO2)n[nH]1 (stereo not drawn)
-6% | . | CCOC(=O)c1[nH]c2ccc(OC)cc2c1NC(=O)c1ccc(OC)c(OC)c1
0% | 0 | CCc1cc(=S)n2c([nH]c3ccccc32)c1C#N
? | . | Cc1[nH]c(C(=O)O)c(C)c1C(=O)OC(C)C
? | . | CCN(Cc1ccccc1)C(=O)c1c[nH]c2ccc(S(=O)(=O)N(C)CCC#N)cc2c1=O
? | . | N#C/C(=C\c1cccc(OCC(=O)O)c1)c1nc2ccccc2[nH]1
28% | -1 | CC1(C)Cc2c(c(-c3ccccc3)nc3[nH][nH]c(=O)c23)CO1

An excerpt (hit frequency here may not be typical).
